TEAD-YAP block: TEAD-YAP interaction inhibition; inhibition, % at 9.12 µM; 1.4% of 640,000 active; HEK-TIYL cells, TEAD-Gal4/YAP UAS-luciferase luminescence; in the data active means inhibition above about 32%;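 further: 0% = median of test compound wells and 100% = reference inhibitor wells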
MITF primary: inhibitors of human MITF. 0.91% of 650,000 active. inhibition, % at 2.6 µM. O75030. AID 1259374. AlphaScreen MITF homodimerization, bead proximity signal; in the data active means inhibition above about 50%;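 further: 0% = vehicle wells with protein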
Target sequence (O75030 whole entry, looked up): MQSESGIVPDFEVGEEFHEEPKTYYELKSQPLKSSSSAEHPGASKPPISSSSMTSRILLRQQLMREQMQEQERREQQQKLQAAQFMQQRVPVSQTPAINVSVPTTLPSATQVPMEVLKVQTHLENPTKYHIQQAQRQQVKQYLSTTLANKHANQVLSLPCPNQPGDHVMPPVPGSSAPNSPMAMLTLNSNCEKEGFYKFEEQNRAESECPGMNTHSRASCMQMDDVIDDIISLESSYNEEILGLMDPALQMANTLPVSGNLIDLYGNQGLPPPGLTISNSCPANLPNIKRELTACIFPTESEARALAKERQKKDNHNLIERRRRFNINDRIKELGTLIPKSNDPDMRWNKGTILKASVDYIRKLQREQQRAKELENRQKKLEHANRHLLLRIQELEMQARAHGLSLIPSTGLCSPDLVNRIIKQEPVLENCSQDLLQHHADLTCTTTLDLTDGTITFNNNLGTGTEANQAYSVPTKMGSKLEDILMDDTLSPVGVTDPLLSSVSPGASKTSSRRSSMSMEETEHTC
GPR151 ag: human GPR151 activation; 1% of 650,000 active; Q8TDV0; PathHunter beta-arrestin GPR151 cells, luminescence; activation, % at 11.2 µM; AID 1508602; in the data active means activation above about 4.9%;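 further: 0% = median of compound wells and 100% = cells with positive control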
Target sequence (Q8TDV0 whole entry, looked up): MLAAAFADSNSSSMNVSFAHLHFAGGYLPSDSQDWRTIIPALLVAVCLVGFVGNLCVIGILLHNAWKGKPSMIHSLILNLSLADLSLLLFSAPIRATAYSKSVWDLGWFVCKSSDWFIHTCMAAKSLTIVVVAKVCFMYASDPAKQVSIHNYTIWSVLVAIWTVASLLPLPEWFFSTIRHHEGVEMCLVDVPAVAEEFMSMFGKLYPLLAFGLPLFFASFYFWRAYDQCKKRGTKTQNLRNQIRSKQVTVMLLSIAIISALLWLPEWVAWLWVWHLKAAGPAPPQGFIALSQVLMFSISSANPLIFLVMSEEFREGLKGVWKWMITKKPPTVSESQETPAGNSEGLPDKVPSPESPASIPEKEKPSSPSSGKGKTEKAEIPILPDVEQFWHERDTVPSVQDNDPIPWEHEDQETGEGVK
FBW7 activator: human FBW7 E3 ligase activation, primary screen. Q969H0. AlphaScreen FBW7–phospho-cyclin E peptide binding, activator screen. 0.13% of 650,000 active. normalized activity (activation), % at 26.1 µM; in the data active means normalized activity above about 1.9%;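 further: purified mutant Fbw7 with reduced substrate affinity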
* hit, by the source's call; . = no result given; & = joins results of further samples.

Values in the order – TEAD-YAP block	MITF primary	GPR151 ag	FBW7 activator
- C[C@H]1NC(=O)[C@H]2CN(Cc3cccc4ncccc34)CCN2C1=O
  5	-9	-0.8	-0.3
- N#CC(c1c[nH]c2ccccc12)N1CCCCCC1 (centres undefined)
  5	-1	-0.3	-0.1
- Cc1nc2ccc(Cl)cc2c(=O)n1-c1cccc(Cl)c1
  -10	1	0.1	0.1
- O=C(COc1ccccc1Cl)N1CCN(Cc2ccccc2)CC1
  -4	0	0.4	-0.2
- CCOc1ccccc1/C=C(\C)[N+](=O)[O-]
  6	1	-1.1	-0.1
- CCN1CCN(Cc2cc(F)ccc2F)CC1
  6	62*	-0.8	-0.4
- O=C(O)C1C2CCC(O2)C1C(=O)Nc1ccc(Cl)cc1 (centres undefined)
  -16	-3	-0.4	0.0
- COC(=O)C1(C#N)CC2c3ccccc3C1c1ccccc12 (centres undefined)
  3	-1	2.8	-0.1
- CC(C)c1ccc(NC(=O)c2cc3cccnc3n(Cc3ccc(F)cc3)c2=O)cc1
  -4	0	1.5	0.0
- CN(C(=O)c1ccco1)C1(c2ccccc2Cl)CCCCC1=O (centres undefined)
  7	14	0.3	0.3
- Oc1cccc(CN2CCN(c3cccc(Cl)c3)CC2)c1
  1	-3	-0.7	-0.2
- Cc1nn(C)cc1CN1CCC(n2c(C)nc3cc(C(F)(F)F)ccc32)CC1
  0	-8	1.0	-0.1
- CN(C)C(CNc1ccc([N+](=O)[O-])c2cnccc12)c1ccccc1 (centres undefined)
  2	3	3.7	-0.3
- CCOC(=O)C1C2NC(=S)N(CC)C1(C)Oc1c(OC)cccc12 (centres undefined)
  1	-1	1.5	-0.4
- Cc1ccc(CN2CCN(Cc3cccc(C)c3)CC2)cc1
  7	64*	1.0	-0.2
- O=C1NC(=O)C(=Cc2ccc(Sc3ccc(Cl)cc3)c([N+](=O)[O-])c2)C(=O)N1
  -8	16	0.1	-1.2
- O=C(CN1CCc2ccccc2C1)Nc1ccc([N+](=O)[O-])cc1C(=O)c1ccccc1
  10	8	2.0	-0.4
- COC(=O)c1ccc(C(C)N(C)C)o1 (centres undefined)
  6	4	-0.1	0.1
- COC1CCCCC1NCCc1cccc(F)c1 (centres undefined)
  -2	29	0.8	-0.2
- CC(C)c1ccc(C2C(C#N)=C(N)Oc3c2c(=O)oc2ccccc32)cc1 (centres undefined)
  -14	-1	-1.0	-0.1
- CCOC(=O)C(C)(CC)NC(=O)CSP(=S)(OCC)OCC (centres undefined)
  1	-41	-0.7	-0.1
- O=C(Nc1ccccc1)NC1CC2CCC(C1)N2 (centres undefined)
  -41	13	-0.3	1.1
- C=Cc1ccc(Cn2c(C)c(CNCCc3cc(OC)ccc3OC)c(C(=O)O)c2C)cc1
  -4	23	0.6	-0.3
- Cc1cc(-c2ccc(C=C3C(=O)NC(=S)NC3=O)o2)cc([N+](=O)[O-])c1C
  -5	5	3.8	0.0
- CC1(O)C[C@@]23C[C@@H](O)[C@@]4(O)[C@@H](C[C@H](O)C4(C)C)C(C)(O)[C@@H]2CCC1[C@H]3O (some centres undefined)
  8	-4	0.0	-0.1
- CC12CCC(=O)C=C1CC[C@@H]1[C@@H]2CCC2(C)[C@H]1CC[C@]2(C)O (some centres undefined)
  9	-23	-0.7	0.1
- FC(F)(F)c1ccccc1CCN1CCNCC1
  -2	6	0.4	-0.1
- CC[N+](CC)=c1scc(-c2ccc([N+](=O)[O-])cc2)s1
  48*	10	1.1	-0.1
- O=C1NC(=O)N(Cc2ccccc2)C(=O)/C1=C/c1ccc(O)c(O)c1
  -11	1	0.3	0.1
- O=c1[nH]c2ccccc2n1C1CCN(CCCC(c2ccc(F)cc2)c2ccc(F)cc2)CC1
  0&-9	5&-3&3&-12	1.3&0.1&2.8&-1.2	0.0&-0.1&-0.2&-0.1
- O=C(Nc1nc2ccccc2s1)C(Cl)(Cl)Cl
  1	2	0.1	-0.1
- Cc1[nH]c2ccc(Cl)cc2c1CCN
  8	2	-0.4	0.0
- CCC(C)N1C(=O)/C(=C\c2cnc(N(C)C)nc2)C(=O)NC1=S (centres undefined)
  7	9	-0.7	-0.5
- Cc1ccccc1N1C(=O)CC(=O)NC1=S
  11	3	0.4	-0.2
- O=c1[nH]c(=S)[nH]c(O)c1N=Nc1ccc2c(c1)OCCO2
  -28	-8	-8.8	0.3
- COc1cc(C=C(C#N)C#N)cc([N+](=O)[O-])c1O
  -4	4	-1.6	-0.1
- CCC(=O)C(CCN1CCOCC1)(c1ccccc1)c1ccccc1
  13	2	0.2	1.0
- O=C(O)[C@@H]1C[C@H]2C[C@@H](CP(=O)(O)O)CC[C@H]2CN1
  .	17	-1.0	-0.1
- COc1ccccc1N1CCN(Cc2ccc(F)cc2)CC1
  -3	9	0.3	0.1
- Cc1cccc(N2C(=O)CC(=O)NC2=O)c1
  7	1	1.1	-0.2
- CCOCCCNC(=O)c1c(N)n(CCCOC)c2nc3ccccc3nc12
  1	-26	1.1	-0.1
- Cc1cc(=O)[nH]c(N/N=C/c2ccc(OC(=O)c3cccc([N+](=O)[O-])c3)cc2)n1
  -4	-4	-1.7	0.0
- CSc1ccc(CNC2CN3CCC2CC3)cc1 (centres undefined)
  -2	1	-1.3	0.1
- COc1ccc(N2CCN(C3CCCN(C(=O)Cc4cccs4)C3)CC2)cc1 (centres undefined)
  12	3	0.2	0.0
- O=c1cccc2n1CC1CC2CN(Cc2cc(O)ccc2[N+](=O)[O-])C1 (centres undefined)
  -1	-1	2.8	0.0
- CCC(C)N=Cc1c(O)n(-c2ccccc2)c(=O)[nH]c1=O (centres undefined)
  2	-4	1.7	0.2
- S=P(/N=C(/N1CCCC1)C(Cl)(Cl)Cl)(N1CCCC1)N1CCCC1
  10	-4	0.5	-0.1
- O=c1cccc2n1CC1CC2CN(CC(O)CSc2ccccc2)C1 (centres undefined)
  -1	-12	-2.2	-0.1
- CCOC(=O)C1(c2ccccc2)CCN(CC(=O)Nc2ccc(C(C)=O)cc2)CC1
  -17	19	-1.6	0.3
- Cc1cccc(CN2CCN3C(=O)[C@@H](CO)NC(=O)[C@H]3C2)n1
  -9	-9	0.1	0.1
- N#CCC(=O)NN1Cc2ccccc2C1=N
  1	-4	6.8*	0.0
- O=C(Oc1cccc2cccnc12)c1cccc(S(=O)(=O)N2CCOCC2)c1
  -13	22	-0.4	0.1
- O=C(Nc1ccccc1)c1c(O)c2c(n(Cc3ccco3)c1=O)CCCC2
  11	4	-0.2	-0.1
- COC(=O)CN1C(=O)C2(C(C(=O)OC(C)C)=C(C)OC(N)=C2C(=O)OC)c2ccccc21 (centres undefined)
  -6	-10	-0.9	0.2
- C1CN(P2(N3CC3)=NP(N3CC3)(N3CC3)=NP(N3CC3)(N3CC3)=N2)CCO1 (centres undefined)
  9	3	3.1	0.2
- COc1cc2c(cc1OC)C13CCN4C(=O)C(=O)C(CC41)C1C(OCC(=O)O)CC(=O)N2C13 (centres undefined)
  -3	2	-0.3	0.0
- CCCN(CCC)CCc1ccc(O)c(O)c1
  -2	-6	-0.4	-0.3
- Cc1cccc(OP(N)(N)=O)c1C
  8	2	-0.7	0.1
- CC(C)CN1CCN(Cc2ccc(F)c(F)c2)CC1CCO (centres undefined)
  8	12	-0.6	0.2
- Cc1cccn2c(CNC(C)Cc3cccs3)c(C(=O)N3CCOCC3)nc12 (centres undefined)
  -8	8	0.7	0.4

A second format for part of the listing above:
Cc1cc(=O)[nH]c(N/N=C/c2ccc(OC(=O)c3cccc([N+](=O)[O-])c3)cc2)n1
  TEAD-YAP block: -4	MITF primary: -4	GPR151 ag: -1.7	FBW7 activator: 0.0

CSc1ccc(CNC2CN3CCC2CC3)cc1 (centres undefined)
  TEAD-YAP block: -2	MITF primary: 1	GPR151 ag: -1.3	FBW7 activator: 0.1

(list continues)
smiles	TEAD-YAP block	MITF primary	GPR151 ag	FBW7 activator
O=C1C(=O)N(C2CCCC2)C(=O)N1CN1CC=C(c2ccccc2)CC1	5	-4	-1.2	0.1
C(=NC12CN3CN(CN(C3)C1)C2)c1cccs1	-1	-9	-0.3	-0.2
CC1CCC[C@H](O)CCCCCc2cc(O)cc(O)c2C(=O)O1 (some centres undefined)	1	5	-0.3	0.3
COc1cccc(-n2c(=S)[nH]c3ccccc3c2=O)c1	-13	2	0.0	-0.1
Nc1ccc2cc(Br)ccc2c1	-4	-6	0.4	-0.1
S=P1(c2ccccc2)CCC2(CC1)OCCO2	-4	2	0.3	-0.2
Cc1cccc2sc(N(CCN(C)C)C(=O)Cc3ccc(F)cc3)nc12	6	-8	-0.1	-0.1
CC12CN3CC(C)(CN(C1)C3c1ccco1)C2=O (centres undefined)	5	-3	-0.2	0.0
COCc1ccc(Cn2nc(C(=O)NCCc3cccnc3)c3ccccc32)cc1	9	10	0.2	-0.2
CC(N)Cc1c[nH]c2ccc(O)cc12 (centres undefined)	2	12&5	0.4&2.7	0.0&0.1

7 records drawn at random from those above, as already listed:
smiles	TEAD-YAP block	MITF primary	GPR151 ag	FBW7 activator
CC12CN3CC(C)(CN(C1)C3c1ccco1)C2=O (centres undefined)	5	-3	-0.2	0.0
CC(N)Cc1c[nH]c2ccc(O)cc12 (centres undefined)	2	12&5	0.4&2.7	0.0&0.1
C(=NC12CN3CN(CN(C3)C1)C2)c1cccs1	-1	-9	-0.3	-0.2
Cc1cccc2sc(N(CCN(C)C)C(=O)Cc3ccc(F)cc3)nc12	6	-8	-0.1	-0.1
O=C1C(=O)N(C2CCCC2)C(=O)N1CN1CC=C(c2ccccc2)CC1	5	-4	-1.2	0.1
CC1CCC[C@H](O)CCCCCc2cc(O)cc(O)c2C(=O)O1 (some centres undefined)	1	5	-0.3	0.3
S=P1(c2ccccc2)CCC2(CC1)OCCO2	-4	2	0.3	-0.2

Next part:
smiles	TEAD-YAP block	MITF primary	GPR151 ag	FBW7 activator
Cc1[nH]nc2c1C1(CCN(C)CC1)C(C#N)=C(N)O2	-4	3	0.7	-0.7
Cc1ccc(-n2c(/C=C3\C(=O)Nc4ccccc43)nc3ccccc3c2=O)cc1	5	3	-0.1	-0.1
c1ccc2c(N3CCNCC3)cccc2c1	2	-16	4.4	-0.1
COc1cccc(CN2CCN(c3ccccc3)CC2)c1O	12	8	-1.0	0.2
O=P1(NCCCl)OCCCN1CCCl (centres undefined)	0	-9&10	1.3&-0.2	0.0&0.0
CC(O)(CNC12CC3CC(CC(C3)C1)C2)c1ccc(Cl)cc1 (centres undefined)	0	-4	0.1	-0.2
CCOC(=O)C1(O)c2ccccc2-c2ccccc21	1	8	-1.3	0.2
CC1=C(C(=O)OC(C)C)C2(C(=O)Nc3ccc(Cl)cc32)C(C#N)=C(N)O1 (centres undefined)	-6	25	0.0	1.4
Cc1oc(-c2ccc(Cl)cc2)nc1CS(=O)CC(=O)N1CCC2(CC1)OCCO2 (centres undefined)	1	6	-0.8	0.1
O=C(Nc1cc(Cl)c([N+](=O)[O-])cc1Cl)c1cccs1	14	10	2.0	-0.1
COc1ccc(-c2nc3ccc(C(=O)N4CCC5(CC4)OCCO5)cc3nc2-c2ccc(OC)cc2)cc1	5	-4	1.2	-0.1
O=C(Cn1c2ccccc2c(=O)c2ccccc21)Nc1ccc([N+](=O)[O-])c(Br)c1	11	1	-1.6	0.0
Fc1ccc(CN2CCN(Cc3cccc(F)c3)CC2)cc1	-2	45	-0.7	-0.2
C[C@]12CC[C@H](O)CC1=CC[C@@H]1[C@@H]2CC[C@]2(C)C(=O)CC[C@@H]12	0&-6	28&-4	-0.7&-0.2	0.8&0.0
CCC(C)NC(=O)CN1C(=O)CN=C(c2ccccc2)c2ccccc21 (centres undefined)	11	-8	-0.1	0.3
Cn1ccnc1C1(O)CC2CCC(C1)N2CC(=O)NC1CCCC1 (centres undefined)	-8	1	0.2	-0.1
CCOc1cc(C2C(C#N)=C(N)Oc3c2c(=O)oc2ccccc32)cc([N+](=O)[O-])c1O (centres undefined)	-4	1	-1.2	-0.1
COc1cccc(N2C(=O)NC(=O)/C(=C/c3ccc([N+](=O)[O-])s3)C2=O)c1	-2	7	-1.3	-0.3
COC(=O)C1=C(N)OC(C)=C(C(=O)OC(C)(C)C)C12C(=O)N(C)c1ccccc12 (centres undefined)	-3	2	0.5	0.1
C=CCOC(=O)C1=C(C)OC(N)=C(C(=O)OC)C12C(=O)Nc1ccc(Br)cc12 (centres undefined)	5	11	-0.7	0.7
O=c1c2ccccc2nc(/C=C/c2ccccc2)n1-c1ccc([N+](=O)[O-])cc1	-19	-14	-1.4	0.1
CCOc1ccccc1N1CCN(Cc2ccccc2OC)CC1	6	4	-1.0	-0.1
N#Cc1cc2c(nc1SCc1ccc([N+](=O)[O-])cc1)C1CCN2CC1	-2	-4	0.3	0.1
CC(C)C(=O)NC(Oc1ccc([N+](=O)[O-])cc1[N+](=O)[O-])C(Cl)(Cl)Cl (centres undefined)	2	9	0.0	0.2
O=C(Nc1cc(Cl)c([N+](=O)[O-])cc1O)c1cc(=O)c2ccccc2o1	-1	0	0.4	-0.1

A second format for two compounds above:
SMILES: CC(C)C(=O)NC(Oc1ccc([N+](=O)[O-])cc1[N+](=O)[O-])C(Cl)(Cl)Cl (centres undefined)
  TEAD-YAP block: 2
  MITF primary: 9
  GPR151 ag: 0.0
  FBW7 activator: 0.2
SMILES: O=C(Nc1cc(Cl)c([N+](=O)[O-])cc1O)c1cc(=O)c2ccccc2o1
  TEAD-YAP block: -1
  MITF primary: 0
  GPR151 ag: 0.4
  FBW7 activator: -0.1

A portion of the library (hit frequency here may not be typical).
